Compound activity deposited in PubChem by NMMLSC.
Bim-Bfl-1 = inhibitors of Bim-Bfl-1 interaction, human | 0.12% of 190,000 active | Bead-based flow cytometry, Bim-Bfl-1 binding inhibition | AID 1008 | inhibition, % at 10 µM | Q16548;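 further: 0% = wells without compound plus tracer and 100% = blocker peptide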
GSH bead fluor = compound fluoresces at 488/530 nm on GSH beads. GSH beads flow cytometry, compound fluorescence 488/530 nm; active compounds read high. fluorescence (KMESF) at 10 µM. 0.25% of 190,000 active; in the data active means fluorescence above about 89;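 further: glutathione beads carrying GST-tagged Bcl family fusion proteins plus one bare bead set; values are compound well signal with DMSO vehicle wells as background; inactives centre near 16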
RGS4-Gao reg = human RGS4-Galphao interaction regulation | binding response (% of control), % at 10 µM | 0.33% of 220,000 active | Multiplexed bead flow cytometry, RGS4-Galphao binding; actives lie on both sides; in the data active means binding response below about 49% or above about 150%; inactive means in between;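 further: fluorescent Galphao activated with aluminum fluoride binding bead-coupled RGS4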
Target sequence (P09471 whole entry, looked up): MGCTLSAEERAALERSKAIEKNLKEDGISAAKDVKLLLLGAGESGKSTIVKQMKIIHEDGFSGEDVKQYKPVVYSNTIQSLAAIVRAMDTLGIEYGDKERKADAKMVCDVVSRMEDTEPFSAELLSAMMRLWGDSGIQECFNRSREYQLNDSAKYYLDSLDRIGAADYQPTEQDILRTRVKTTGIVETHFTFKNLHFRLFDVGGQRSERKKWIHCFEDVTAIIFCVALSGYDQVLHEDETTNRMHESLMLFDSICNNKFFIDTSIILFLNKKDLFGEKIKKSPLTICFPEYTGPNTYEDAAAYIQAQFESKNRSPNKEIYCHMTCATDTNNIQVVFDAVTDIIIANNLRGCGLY
RGS7-Gao reg = regulators of human RGS7-Galphao interaction. P09471. Multiplexed bead flow cytometry, RGS7-Galphao binding; actives lie on both sides. binding response (% of control), % at 10 µM. 0.35% of 220,000 active. AID 1439; in the data active means binding response below about 49% or above about 150%; inconclusive means no clear call, values can overlap the other calls; inactive means in between;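 further: fluorescent Galphao held in activated GDP-AlF4 state binding bead-coupled RGS7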
Bim-Bcl-2 = human Bim-Bcl-2 interaction inhibition | P10415 | Bead-based flow cytometry, Bim peptide-Bcl-2 binding | inhibition, % at 10 µM | 0.06% of 190,000 active; in the data active means inhibition above about 40%; inconclusive means no clear call, values can overlap the other calls;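 further: 0% = no compound wells with probe peptide and 100% = reference peptide inhibitor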
ABCB1 block = human ABCB1 inhibition, ABCG2 as counter-screen; P08183; CCRF-Adr cells, JC-1 efflux, flow cytometry; inhibition, % at 6.6 µM; 0.067% of 190,000 active; in the data active means inhibition above about 40%;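 further: 0% = vehicle and 100% = reference inhibitor; higher value means more JC-1 retained so stronger ABCB1 efflux block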
Bcl-W Bim block = disrupts Bim peptide binding to human Bcl-W; Q92843; bead-based flow cytometry; inhibition, % at 10 µM; 0.02% of 190,000 active; AID 952;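 further: 0% = bound tracer without compound and 100% = peptide blocker; higher means less fluorescent Bim peptide bound to Bcl-W beads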
Target sequence (Q92843 whole entry, looked up): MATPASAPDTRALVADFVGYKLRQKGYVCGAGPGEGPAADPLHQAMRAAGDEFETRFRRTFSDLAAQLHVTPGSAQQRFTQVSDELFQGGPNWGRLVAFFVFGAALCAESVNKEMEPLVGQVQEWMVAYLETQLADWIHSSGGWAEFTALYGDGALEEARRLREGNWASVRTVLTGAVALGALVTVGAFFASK
ABCG2 inh = human ABCG2 inhibition, ABCB1 as counter-screen. Q9UNQ0. IgMXP3 cells, JC-1 efflux, flow cytometry. inhibition, % at 6.6 µM. 0.1% of 190,000 active. AID 1325;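 active means inhibition above 80%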;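 further: 0% = DMSO and 100% = nicardipine control wells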
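Test system: IgMXP3 (ABCG2) plus far-red-tagged CCRF-Adr (ABCB1) cells. Reagent: JC-1 dye as substrate. Timing: 10 min exposure at 25 °C with rotation, no wash. Measured by: flow cytometric JC-1 green MFI at 530 nm. Read-out: percent efflux inhibition, scaled nicardipine 100% to DMSO 0%. Control set: nicardipine and DMSO wells.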
Bcl-B Bim block = human Bim-Bcl-B interaction inhibition; AID 951; inhibition, % at 10 µM; Q9HD36; bead-based flow cytometry, Bim peptide-Bcl-B binding; 0.073% of 190,000 active;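 further: 0% = tracer peptide without compound and 100% = reference inhibitor peptide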
Target sequence (Q9HD36 whole entry, looked up): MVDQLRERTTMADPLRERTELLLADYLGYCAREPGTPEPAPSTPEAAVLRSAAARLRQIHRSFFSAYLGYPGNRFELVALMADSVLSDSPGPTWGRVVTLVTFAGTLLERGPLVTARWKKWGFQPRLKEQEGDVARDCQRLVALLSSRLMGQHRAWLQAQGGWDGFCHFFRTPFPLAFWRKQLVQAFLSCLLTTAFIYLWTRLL
RGS8-Gao reg = modulates binding of RGS8 to human Galphao | multiplexed bead flow cytometry; actives lie on both sides | response (percent of control binding), % at 10 µM | 0.34% of 220,000 active | AID 1423; in the data active means response below about 60% or above about 140%; inactive means in between;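 further: Galphao activated as the GDP aluminium fluoride complex binding bead-coupled RGS8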
Bcl-XL Bim block = human Bim-Bcl-XL interaction inhibition; Q07817; Bim peptide-Bcl-XL binding, bead flow cytometry, fluorescence; inhibition, % at 10 µM; 0.04% of 190,000 active; AID 1007
Target sequence (Q07817 whole entry, looked up): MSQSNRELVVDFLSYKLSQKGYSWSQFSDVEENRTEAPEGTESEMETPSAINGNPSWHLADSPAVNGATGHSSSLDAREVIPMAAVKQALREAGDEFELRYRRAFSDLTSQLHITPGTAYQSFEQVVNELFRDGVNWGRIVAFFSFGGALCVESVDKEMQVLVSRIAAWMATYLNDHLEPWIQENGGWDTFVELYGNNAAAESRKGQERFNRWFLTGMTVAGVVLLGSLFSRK
Starred values were filed as active, the others as inactive; u = inconclusive; x = not tested or not shown. Unless noted, no stated cut-off is given here; in the data, active means inhibition above about 40%.

SMILES | Bim-Bfl-1 | GSH bead fluor | RGS4-Gao reg | RGS7-Gao reg | Bim-Bcl-2 | ABCB1 block | Bcl-W Bim block | ABCG2 inh | Bcl-B Bim block | RGS8-Gao reg | Bcl-XL Bim block
CCCCN(C(=O)CNC(=O)c1cccs1)C(C(=O)NC1CCCCC1)c1cccnc1 (stereo not given) | -1.0 | 18 | 99.6 | 100.1 | 0.0 | 0.7 | 0.0 | 0.0 | -5.0 | 99.5 | -2.0
CC(=O)Nc1nnc(SCC(=O)NCCOc2ccccc2)s1 | -1.0 | 25 | 100.0 | 101.1 | -2.0 | 0.5 | -2.0 | 7.0 | -5.0 | 97.5 | -3.0
COc1cccc(NC(=O)CN(C)C(=O)c2ccc3ccccc3c2)c1 | -10.0 | 13 | 94.7 | 97.2 | -12.0 | 0.8 | 3.0 | 15.8 | -7.0 | 100.1 | 0.0
Cc1ccccc1NS(=O)(=O)c1ccc(NC(=O)CSCc2ccc(Br)cc2)cc1 | -19.0 | 12 | 97.9 | 98.8 | -6.0 | -0.1 | -4.0 | 0.3 | -8.0 | 101.4 | -8.0
NCC12CC3CC(C1)CC(CN)(C3)C2 | 0.0 | 23 | 124.1 | 117.7 | 1.0 | -0.2 | 2.0 | -0.1 | 2.0 | 112.6 | 0.0
O=C1CC(c2c(F)cccc2Cl)C(n2cncn2)C(O)=C1C1NCCc2ccccc21 (stereo not given) | -4.0 | 13 | 102.6 | u | 0.0 | -0.7 | 4.0 | -2.2 | 1.0 | 101.7 | 0.0
O=C(CSc1nnc(CSc2nc3ccccc3s2)o1)NC1CCCCC1 | -7.0 | 15 | 101.6 | 98.4 | -4.0 | 1.0 | 1.0 | 4.0 | -6.0 | 103.0 | -1.0
O=c1cnn([C@@H]2O[C@H](CO)[C@@H](O)[C@H]2O)c(=O)[nH]1 | -2.0 | 22 | 95.8 | 97.4 | 2.0 | 0.7 | -2.0 | 2.2 | -3.0 | 96.7 | 0.0
O=C(Cc1ccc(-n2c(=O)[nH]c3ccsc3c2=O)cc1)NCc1cccnc1 | -12.0 | 15 | 104.7 | 100.5 | -10.0 | -0.3 | -4.0 | -10.7 | -8.0 | 103.4 | -8.0
O=C(CSC1CC(=O)N(CC(c2ccccc2)c2ccccc2)C1=O)Nc1ccc(Cl)cc1 (stereo not given) | 1.0 | 12 | 103.1 | 101.9 | -4.0 | 1.2 | 0.0 | 5.1 | -1.0 | 99.3 | -4.0
COc1cc(/C=C/c2ccc(O)cc2)cc(OC)c1 | 3.0 | 72 | 89.1 | 97.5 | 0.0 | x | -1.0 | 5.0 | -1.0 | 94.6 | -1.0
C/C(=C\C(=O)N1CCc2ccccc21)C(=O)O | -16.0 | 27 | 99.7 | 100.7 | -6.0 | -0.2 | 0.0 | 6.9 | 0.0 | 101.9 | -6.0
COC(=O)CCc1sc(Nc2ccccc2)nc1-c1ccc(OC)cc1 | -4.0 | 17 | 99.8 | 106.5 | -4.0 | -0.5 | -9.0 | -1.7 | -36.0 | 98.7 | -14.0
CCCCn1c(=O)[nH]c2nc3cc(N)ccc3nc2c1=O | -2.0 | 11 | 93.6 | 95.4 | 2.0 | 0.2 | -2.0 | 12.6 | 7.0 | 100.5 | -4.0
CCC1(c2ccccc2)C(=O)NCNC1=O | -6.0 | 21 | 98.5 | 99.4 | -2.0 | 0.4 | -6.0 | 1.9 | -4.0 | 100.2 | -6.0
COc1ccc(/C=C2\SC(=O)N(CC(=O)NNC(=O)c3ccccc3O)C2=O)cc1 | 0.0 | 6 | 106.6 | 104.2 | 0.0 | -1.3 | -3.0 | -11.5 | -8.0 | 104.7 | -6.0
Cn1c(CCCOc2ccc(Cl)cc2Cl)nnc1SCC(=O)Nc1nccs1 | -6.0 | 42 | 100.0 | 99.9 | -3.0 | 0.9 | 3.0 | 4.4 | -7.0 | 99.0 | 11.0
COCC(=O)Nc1ccc(-c2cn3cccnc3n2)cc1 | -2.0 | 14 | 103.8 | 106.9 | 1.0 | 0.9 | 1.0 | 3.3 | 2.0 | 101.3 | -1.0
OCCOCCn1c2ccccc2c2ccccc21 | -1.0 | 22 | 100.9 | 100.2 | -1.0 | 0.6 | -4.0 | 3.0 | -1.0 | 97.0 | 3.0
Fc1ccc(NC(=S)Nc2ccc(F)c(Cl)c2)cc1Cl | -1.0 | 23 | 101.1 | 98.7 | -1.0 | 0.4 | -5.0 | 5.2 | -6.0 | 100.7 | 0.0
Cc1cc(C(=O)CSc2nnc(Cc3ccccc3)o2)c(C)n1Cc1ccc2c(c1)OCO2 | -5.0 | 24 | 96.1 | 90.1 | -7.0 | 0.0 | 0.0 | 1.4 | -9.0 | 100.6 | -4.0
O=C(Cc1cccs1)NCc1ccccc1F | -3.0 | 34 | 74.8 | 86.7 | 0.0 | 0.1 | -2.0 | 0.0 | -3.0 | 75.8 | 1.0
COC(=O)c1ccccc1NC(=O)Cn1c(CCC(=O)O)ccc1-c1cccs1 | -15.0 | 30 | 98.8 | 95.7 | -9.0 | 0.1 | 0.0 | 4.3 | -9.0 | 98.3 | -7.0
COc1cc(NC(=O)CN2C(=O)NC(C)(c3ccc4ccccc4c3)C2=O)c(C)cc1[N+](=O)[O-] (stereo not given) | 1.0 | 9 | 111.7 | 107.7 | 0.0 | 0.3 | 0.0 | 1.3 | -3.0 | 108.6 | -1.0
COc1cccc(-n2nnc3c(=O)n(Cc4cccc(F)c4)cnc32)c1 | -3.0 | 12 | 125.2 | 123.3 | -4.0 | 0.1 | -5.0 | 1.5 | -4.0 | 119.0 | -2.0
O=C(NCc1cccs1)c1cc(S(=O)(=O)N2CCCCC2)ccc1Cl | -4.0 | 15 | 101.8 | 102.0 | -1.0 | 0.4 | -4.0 | 0.5 | -3.0 | 103.2 | -8.0
O=C(Cn1cnc([N+](=O)[O-])c1)NCc1ccc(F)cc1 | -3.0 | 11 | 92.7 | 93.9 | -1.0 | 0.5 | -1.0 | 2.5 | -3.0 | 98.7 | -2.0
COC(=O)C1=C(C)N(C)C(=S)NC1c1ccccc1 (stereo not given) | 0.0 | 13 | 101.2 | 99.2 | -9.0 | 0.5 | -5.0 | 0.9 | -5.0 | 101.0 | -6.0
Cc1ccc(N2C(=O)C3N=NN(CC(=O)N4N=C(c5cccc6ccccc56)CC4c4ccccc4)C3C2=O)cc1 (stereo not given) | -6.0 | 28 | 97.5 | 99.7 | -6.0 | 1.2 | -6.0 | 2.1 | -11.0 | 100.3 | -9.0
CC(=O)N1C(=O)N(C)C2C1N(C)C(=O)N2C(C)=O (stereo not given) | -2.0 | 11 | 99.0 | 96.0 | -1.0 | 0.3 | 0.0 | 0.8 | 0.0 | 99.7 | 1.0
CN(C)/C=C/C(=O)c1cnc(-c2ccccc2)s1 | -7.0 | 10 | 103.0 | 102.1 | 0.0 | -0.3 | 1.0 | -0.2 | -4.0 | 104.5 | -2.0
Cc1ccccc1NC(NC(=O)OCCn1c([N+](=O)[O-])cnc1C)C(Cl)(Cl)Cl (stereo not given) | -5.0 | 12 | 95.8 | 93.7 | -5.0 | -0.1 | -10.0 | -0.8 | -11.0 | 99.8 | -11.0
c1ccc(C2(c3ccccc3)OCC(Cn3cncn3)O2)cc1 (stereo not given) | -16.0 | 5 | 98.8 | 98.8 | -5.0 | 0.2 | 0.0 | 0.7 | -5.0 | 99.3 | 0.0
CCOC(=O)c1c(C)c(C(=O)NCCCN2CCCC2=O)c(C)n1CC | -17.0 | 32 | 100.5 | 99.1 | -7.0 | 0.9 | 1.0 | 10.4 | -6.0 | 100.4 | -1.0
O=[N+]([O-])c1cc(S(=O)(=O)Nc2ccccc2)ccc1NCc1cccnc1 | 0.0 | 11 | 93.6 | 94.7 | 0.0 | 1.5 | 0.0 | 42.8 | -3.0 | 99.1 | 0.0
CCc1ccc(-c2nc(CN3CCC(C(=O)NCCN(CC)c4ccccc4)CC3)c(C)o2)cc1 | -9.0 | 62 | 93.7 | 94.6 | -7.0 | 2.1 | 0.0 | 4.5 | -8.0 | 98.3 | -4.0
CCNC(=O)CSc1nnc(-c2cc(-c3ccc(Cl)cc3)nc3ccccc23)o1 | -6.0 | 19 | 100.5 | 96.6 | -8.0 | 1.3 | -9.0 | 11.3 | -7.0 | 103.2 | -10.0
CCCCc1ccc(S(=O)(=O)NNC(=S)NCc2ccco2)cc1 | 0.0 | 10 | 96.1 | 94.5 | -2.0 | 0.3 | -1.0 | 6.9 | -7.0 | 98.7 | -5.0
CCO/C(C)=N/n1c2nc3ccccc3nc2c2c(=O)n(Cc3ccccc3Cl)c(C)nc21 | 22.0 | 23 | 100.0 | 100.9 | 3.0 | 4.6 | 8.0 | 37.0 | 2.0 | 97.0 | -2.0
CCC(=O)NC(=S)Nc1ccc(S(=O)(=O)N2CCN(C)CC2)cc1 | 0.0 | 6 | 97.6 | 99.6 | -2.0 | 0.2 | -3.0 | -0.1 | -7.0 | 93.6 | -5.0
CC(C)N1CCC(=NNc2ccc(S(=O)(=O)N3CCOCC3)cc2[N+](=O)[O-])CC1 | 5.0 | 6 | 105.5 | 108.3 | 1.0 | 1.0 | -3.0 | 4.2 | -1.0 | 112.0 | -3.0
CC(C)(C)c1ccccc1OCC(=O)Nc1ncn[nH]1 | 0.0 | 71 | 99.4 | 94.3 | 0.0 | 0.2 | 0.0 | 2.3 | 0.0 | 91.2 | 4.0
C[C@]12CCC(=O)C[C@@H]1CC[C@@H]1[C@@H]2CC[C@]2(C)C=CC[C@@H]12 | -1.0 | 63 | 99.4 | 102.4 | -2.0 | x | 0.0 | -0.4 | -2.0 | 102.0 | 0.0

Compound profiles, from the list above. Order of screens: Bim-Bfl-1	GSH bead fluor	RGS4-Gao reg	RGS7-Gao reg	Bim-Bcl-2	ABCB1 block	Bcl-W Bim block	ABCG2 inh	Bcl-B Bim block	RGS8-Gao reg	Bcl-XL Bim block
Record of Cn1c(CCCOc2ccc(Cl)cc2Cl)nnc1SCC(=O)Nc1nccs1 = -6.0	42	100.0	99.9	-3.0	0.9	3.0	4.4	-7.0	99.0	11.0
Record of CN(C)/C=C/C(=O)c1cnc(-c2ccccc2)s1 = -7.0	10	103.0	102.1	0.0	-0.3	1.0	-0.2	-4.0	104.5	-2.0
Record of Cc1ccccc1NC(NC(=O)OCCn1c([N+](=O)[O-])cnc1C)C(Cl)(Cl)Cl (stereo not given) = -5.0	12	95.8	93.7	-5.0	-0.1	-10.0	-0.8	-11.0	99.8	-11.0
Record of O=C(CSC1CC(=O)N(CC(c2ccccc2)c2ccccc2)C1=O)Nc1ccc(Cl)cc1 (stereo not given) = 1.0	12	103.1	101.9	-4.0	1.2	0.0	5.1	-1.0	99.3	-4.0
Record of C/C(=C\C(=O)N1CCc2ccccc21)C(=O)O = -16.0	27	99.7	100.7	-6.0	-0.2	0.0	6.9	0.0	101.9	-6.0
